HCMV inh: inhibitors of human cytomegalovirus; hit rate 4.5% among 410,000; HFF cells, HCMV-luciferase reporter, 72 h; active compounds read low; activity change, negative = inhibition, % at 57.5 µM; in the data active means activity change below about -60%; inconclusive means no clear call, values can overlap the other calls; inactive means above about -39%
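Human foreskin fibroblasts infected with luciferase-reporter HCMV at MOI 1 PFU/cell, compounds at two doses. Luciferase measured 72 h post infection; normalized to buffer-only basal and Salinomycin (10uM) controls.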
LmPK inhibitor: inhibitors of Leishmania mexicana pyruvate kinase | purified LmPK, Kinase-Glo ATP luminescence, 1 h | Potency, µM (titrated, usually from 57.5 µM), inactives show top-dose activity change, negative = inhibition, most hits filed as inhibitors | hit rate 0.37% among 290,000; further: potency means the concentration at half of the fitted maximal effect
Target sequence (Q27686 whole entry, looked up): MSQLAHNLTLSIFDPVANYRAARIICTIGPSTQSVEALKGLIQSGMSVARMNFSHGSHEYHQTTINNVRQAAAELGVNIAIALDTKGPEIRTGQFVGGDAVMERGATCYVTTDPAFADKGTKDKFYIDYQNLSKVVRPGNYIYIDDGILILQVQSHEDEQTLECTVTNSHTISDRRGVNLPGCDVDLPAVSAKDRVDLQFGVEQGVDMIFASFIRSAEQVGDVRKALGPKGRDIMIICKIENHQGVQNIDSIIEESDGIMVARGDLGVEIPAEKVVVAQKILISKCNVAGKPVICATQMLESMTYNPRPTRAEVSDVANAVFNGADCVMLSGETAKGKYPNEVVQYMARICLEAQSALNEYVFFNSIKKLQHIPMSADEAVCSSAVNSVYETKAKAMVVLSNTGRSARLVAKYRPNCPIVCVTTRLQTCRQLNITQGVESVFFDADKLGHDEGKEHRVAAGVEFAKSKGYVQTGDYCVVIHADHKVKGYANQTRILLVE
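Kinase-Glo luminescence read after 1 h RT reaction of 0.1 nM LmPK with 0.5 mM PEP and 0.1 mM ADP. Activity scaled between uninhibited and enzyme-free controls.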
Tb PYK inh: inhibitors of Trypanosoma brucei pyruvate kinase; TbPYK enzyme, Kinase-Glo Plus ATP luminescence, 45 min; Potency, µM (top dose mostly 76.8 µM), for inactives: at the highest dose activity, negative = inhibition, actives largely listed as inhibitors; hit rate 0.12% among 410,000; AID 624173; further: potency means the concentration at half of the fitted maximal effect; nearly all actives have a fitted effect of over 50% in size
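T. brucei PYK with substrate was exposed to pin-transferred compounds across a concentration series, then started with 130 uM ADP (final). After 45 min at room temperature, Kinase-Glo Plus luminescence was read, normalized and curve-fitted.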
AMA1 RON2 block: inhibitors of Plasmodium falciparum AMA1-RON2 interaction. hit rate 0.2% among 360,000. Potency, µM (doses to about 58.2 µM), without a hit: top-dose activity change, negative = inhibition, usual class: inhibitors. AlphaScreen AMA1-biotinylated RON2 peptide binding. AID 720542;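 further: potency means the concentration at half of the fitted maximal effect; 0% = vehicle wells and -100% = peptide control; nearly all actives have a fitted effect of over 45% in size; some results filed as inactive show a strong effect at the top dose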
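AMA1 (3D7) with his tag at 25 nM final met compounds first, then biotinylated RON2 peptide at 25 nM; detection used donor plus acceptor beads, 10 µg/mL apiece, read by AlphaScreen after 30 min at room temperature.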
AmpC detergent: inhibitors of E. coli AmpC beta-lactamase with detergent; Potency, µM (highest dose often 114 µM), for the others: at the top dose activity change, negative = inhibition, hits mostly inhibitors; hit rate 0.041% among 370,000; AID 485294; P00811; AmpC hydrolysis of nitrocefin, absorbance 480 nm, 0.01% Triton;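 further: potency means the concentration at half of the fitted maximal effect; 0% = no-compound wells and -100% = no-enzyme wells; nearly all actives have a fitted effect of over 25% in size; some results filed as inactive show a strong effect at the top dose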
Target sequence (P00811 whole entry, looked up): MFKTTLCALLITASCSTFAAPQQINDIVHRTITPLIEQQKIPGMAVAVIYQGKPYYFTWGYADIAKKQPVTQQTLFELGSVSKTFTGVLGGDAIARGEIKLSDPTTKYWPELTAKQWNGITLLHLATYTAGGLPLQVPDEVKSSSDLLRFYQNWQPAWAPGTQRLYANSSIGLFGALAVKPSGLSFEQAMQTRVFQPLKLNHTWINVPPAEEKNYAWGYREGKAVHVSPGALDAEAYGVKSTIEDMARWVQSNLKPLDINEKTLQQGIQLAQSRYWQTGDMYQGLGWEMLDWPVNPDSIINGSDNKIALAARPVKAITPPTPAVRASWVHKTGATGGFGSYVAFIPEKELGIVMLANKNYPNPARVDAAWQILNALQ
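20 mM phosphate pH 7.0 + 0.01% (detergent screen) or 0.0001% Triton X-100; 5.3 nM AmpC reagent; cpd preinc 15 min RT; nitrocefin (800 uM stock) to start; A480 q20 s × 4 min; Activity was normalised to no-enzyme and no-compound control wells.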
AmpC inh no detg: AmpC beta-lactamase inhibition without detergent | hit rate 0.52% among 330,000 | AID 485341 | Potency, µM (doses to about 57.1 µM), for the others: top-dose activity change, negative = inhibition, most hits filed as inhibitors | AmpC nitrocefin hydrolysis, absorbance 480 nm, 0.0001% Triton;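 further: potency means the concentration at half of the fitted maximal effect; plate controls were no compound for no effect and no enzyme for full effect; nearly all actives have a fitted effect of over 20% in size; some results filed as inactive show a strong effect at the top dose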
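AmpC (5.3 nM in the dispensed reagent) in 20 mM phosphate pH 7.0 with 0.01% (detergent screen) or 0.0001% Triton X-100 was preincubated with compounds for 15 min at room temperature. Nitrocefin was then added from an 800 uM solution, and hydrolysis was followed at 480 nm.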
Sm TGR block: S. mansoni TGR enzyme inhibition; hit rate 3% among 360,000; purified TGR, DTNB reduction, TNB absorbance 405 nm; Potency, µM (highest dose often 114 µM), inactives show at the top dose activity change, negative = inhibition, usual class: inhibitors; further: potency means the concentration at half of the fitted maximal effect; nearly all actives have a fitted effect of over 60% in size
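Kinetic colorimetric format: TGR-catalysed, NADPH-driven DTNB reduction monitored via TNB absorbance. Enzyme dispensed at 20 nM; compound exposure 15 min at room temperature before reaction start.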
An asterisk follows results filed as active; u = inconclusive; x = not tested or not shown; [ ] = dose if it differs, or a comment. Unless noted, the call rests on the fitted dose curve; in most records, active means well fitted curve in the direction sought with a large enough effect; inconclusive means small, poorly fitted or top-dose-only effect, or another doubt; inactive means no such curve, though single readings can be large; an effect the other way counts as inactive or inconclusive. Unless noted, on the % scale 0 is the no-effect control and ±100 the full control effect.

1. OCCNc1nc(NCc2ccccc2)c2ccccc2n1
2. Cc1cc(Cl)ccc1Oc1ncc(-c2ccc(Cl)cc2)cn1
3. Cc1noc(C)c1COc1ccccc1C(=O)N(C)Cc1ccco1
4. Cc1ccccc1NC(=O)Nc1nc(C(N)c2ccccc2)cs1 (stereo not given)
5. COc1ccc(/C(N)=N/OC(=O)c2c(-c3ccccc3Cl)noc2C)cc1OC
6. OCc1cn(-c2ccccc2)nn1
7. O=S(=O)(Nc1ccccc1N1CCOCC1)c1ccc(F)c(Cl)c1
8. CCCCC[C@H](C)N1C[C@@H](COCc2ccccc2)Oc2cc(N3CCC[C@@H]3CO)ccc2S1(=O)=O

Screen / compound no. | 1 | 2 | 3 | 4 | 5 | 6 | 7 | 8
HCMV inh | u | 31 | -1 | -7 | -79* | -28 | -8 | 15
LmPK inhibitor | -5% | 1% | x | x | 1% | -4% | 1% | x
Tb PYK inh | -2% | -2% | -14% | 5% | 2% | 1% | 0% | -1%
AMA1 RON2 block | -2% | 0% | 1% | 67%[activator] | -8% | 9% | 10% | 2%
AmpC detergent | u | u | 5% | x | 3% | u | -9% | x
AmpC inh no detg | -36% | -8% | -15% | x | 129%[activator] | -17% | 29% | x
Sm TGR block | 0% | 17% | -12% | x | -2% | -7% | -1% | x

9. CC(=O)Nc1ccc(C(=O)CSc2cc(C)c3cccc(C)c3n2)cc1
10. Cc1sc2ncnc(OCC(=O)NC3CCS(=O)(=O)C3)c2c1C (stereo not given)
11. Oc1ccc(/C=N/n2cc(-c3ccccc3)[nH]c2=S)cc1
12. CC(=O)Nc1ccc(C(=O)NNC(=O)c2cc([N+](=O)[O-])cc([N+](=O)[O-])c2)cc1
13. O=C1CC(c2ccc(O)cc2)Oc2cc(O)ccc21 (stereo not given)
14. O=c1[nH]cc(O)c(=O)[nH]1
15. COc1ccc(/C=C/C(=O)c2cc(Cl)ccc2O)c(OC)c1
16. COCOCCn1cc(CN2CCS(=O)(=O)N(Cc3ccc(-c4cccc(CO)c4)cc3)C(C)C2=O)nn1 (stereo not given)

Screen / compound no. | 9 | 10 | 11 | 12 | 13 | 14 | 15 | 16
HCMV inh | 1 | 5 | 12 | -30 | 24 | -21 | -7 | -20
LmPK inhibitor | -1% | -3% | -9% | 4% | x | -2% | -3% | x
Tb PYK inh | 0% | 3% | u | 2% | 4% | -7% | 3% | 3%
AMA1 RON2 block | -5% | -5% | 92%[activator] | 32%[activator] | -4% | 12% | u | -5%
AmpC detergent | u | 3% | u | 1% | x | 8% | -5% | x
AmpC inh no detg | -32% | -10% | 32µM* | -1% | x | -4% | -19% | x
Sm TGR block | -11% | 21% | -1% | 2% | x | 2% | -16% | x

17. Cc1noc(C)c1CSc1ncnc2sc3c(c12)CCC(C)C3 (stereo not given)
18. O=C(O)C(Cc1ccccc1)NS(=O)(=O)c1ccc2c(c1)OCCO2 (stereo not given)
19. CC(O)[C@H]1CC[C@H]2[C@@H]3CC[C@H]4C[C@@H](O)CC[C@]4(C)[C@H]3C(=O)C[C@]12C (stereo not given in full)
20. Cc1ccc[n+](CC(O)Cn2c3ccccc3c3ccccc32)c1 (stereo not given)
21. c1ccc(OCCSc2nnnn2C2CCCCC2)cc1
22. O=C1c2cccc(Sc3ccccc3)c2C(=O)c2c(Sc3ccccc3)cccc21
23. CC(=O)Nc1ccc(S(=O)(=O)NNC(=O)COc2cc(C)ccc2C(C)C)cc1
24. CC(C)(C)C(=O)O/N=C(\N)c1ccc(Br)cc1

Screen / compound no. | 17 | 18 | 19 | 20 | 21 | 22 | 23 | 24
HCMV inh | x | -10 | -8 | -4 | 87 | 14 | -9 | 21
LmPK inhibitor | -7% | -4% | x | -2% | -2% | -1% | 0% | -10%
Tb PYK inh | x | -3% | -8% | -6% | 1% | u | -13% | -5%
AMA1 RON2 block | x | 4% | -2% | -4% | 61%[activator] | u | 5% | 3%
AmpC detergent | -12% | -5% | -12% | -2% | -17% | -14% | 2% | -7%
AmpC inh no detg | -10% | -13% | 89%[activator] | -5% | -11% | -33% | x | -11%
Sm TGR block | -6% | -19% | -2% | 31% | u | 9% | -4% | -5%

25. CCC(CC)NC(=O)CSc1nnc(-c2ccc(OC)cc2)n1C(C)C
26. O=C(NCC(=O)N1CCCC(C(F)(F)F)C1)c1ccccc1Br (stereo not given)
27. CCOC(=O)c1ccc2nc(C)c(C)nc2c1
28. Clc1cnc(N/N=C/c2cccs2)c(Cl)c1
29. O=C(O)Cc1ccc(-c2ccccc2-c2ccccc2)cc1
30. COc1ccc(-c2cn3nc(SCC(=O)NCC4CCCO4)ccc3n2)cc1 (stereo not given)
31. Cc1cccc(C)c1N1CC(c2nc3ccccc3n2CC(=O)OC(C)C)CC1=O (stereo not given)
32. Nc1c(Br)cc2c(c1Br)C(O)c1ccccc1-2 (stereo not given)

Screen / compound no. | 25 | 26 | 27 | 28 | 29 | 30 | 31 | 32
HCMV inh | 13 | -3 | 55 | 52 | u | 61 | 8 | 96
LmPK inhibitor | -3% | x | -18% | -4% | 1% | -15% | x | x
Tb PYK inh | -2% | -6% | -4% | 6% | 1% | -5% | 0% | 0%
AMA1 RON2 block | 12% | 82%[activator] | 30%[activator] | 66%[activator] | 4% | 9% | x | -10%
AmpC detergent | -5% | -13% | 4% | -1% | 0% | 0% | 23% | x
AmpC inh no detg | x | -5% | -2% | -38% | -19% | 47% | x | x
Sm TGR block | 7% | -2% | 3% | 2% | 0% | -23% | -2% | x

Nothing new here: 4 of the compounds above.
5. COc1ccc(/C(N)=N/OC(=O)c2c(-c3ccccc3Cl)noc2C)cc1OC
6. OCc1cn(-c2ccccc2)nn1
7. O=S(=O)(Nc1ccccc1N1CCOCC1)c1ccc(F)c(Cl)c1
8. CCCCC[C@H](C)N1C[C@@H](COCc2ccccc2)Oc2cc(N3CCC[C@@H]3CO)ccc2S1(=O)=O

Screen / compound no. | 5 | 6 | 7 | 8
HCMV inh | -79* | -28 | -8 | 15
LmPK inhibitor | 1% | -4% | 1% | x
Tb PYK inh | 2% | 1% | 0% | -1%
AMA1 RON2 block | -8% | 9% | 10% | 2%
AmpC detergent | 3% | u | -9% | x
AmpC inh no detg | 129%[activator] | -17% | 29% | x
Sm TGR block | -2% | -7% | -1% | x

Continued:
33. COC(=O)c1c(NC(=O)COC(=O)Cn2cnc3ccccc32)sc2c1CCCC2
34. CCC(C)C(=O)Nc1nc(C)c(-c2csc(Nc3cc(OC)ccc3OC)n2)s1 (stereo not given)
35. CN1N=C(C(=O)N=c2sc3ccccc3n2C)CCC1=O
36. COc1cc(OC)cc(-c2nnc(NC(=O)CCS(=O)(=O)c3ccccc3)o2)c1
37. CCC(=O)N1c2ccc(S(=O)(=O)CCC(=O)NC3CCCC3)cc2CC1C (stereo not given)
38. Cc1ccccc1S(=O)(=O)NC1=NCCCCC1
39. O=C(CCC(=O)N(CC(=O)NC1CCCCC1)Cc1cccs1)Nc1ccccn1
40. C1=C(c2ccccc2)Nc2ncnn2C1c1ccccc1 (stereo not given)

Screen / compound no. | 33 | 34 | 35 | 36 | 37 | 38 | 39 | 40
HCMV inh | 24 | -39 | 0 | -6 | 8 | -8 | -22 | u
LmPK inhibitor | 1% | -4% | x | x | 0% | -4% | 5% | x
Tb PYK inh | 4% | 2% | -1% | 0% | -2% | -4% | 0% | -5%
AMA1 RON2 block | -3% | -3% | 1% | 62%[activator] | 10% | 9% | 0% | 14%
AmpC detergent | -5% | -1% | x | -12% | -9% | -9% | -14% | x
AmpC inh no detg | 36% | -10% | x | -34% | 0% | 1% | -4% | x
Sm TGR block | -8% | 4% | x | 32µM* | u | -10% | 3% | x

41. CCOc1ccc(NC(=O)Cn2nnc(C(=O)NCc3ccco3)c2N)cc1
42. O=C(NCc1ccc(F)c(F)c1)C1CCC(=O)N(CCc2ccccc2)C1 (stereo not given)
43. COc1ccc(OCc2nnc(SCC(=O)NC3CCCCC3)o2)cc1
44. CCOc1cccc(/C=N/NC(=O)C2CCCC2)c1O
45. O=C(COC(=O)C12CC3CC(CC(C3)C1)C2)Nc1ccc([N+](=O)[O-])cc1Cl
46. COc1ccc(OC)c(/C=c2\sc3nc(-c4cccs4)nn3c2=O)c1
47. Nc1ccccc1C(=O)NN=Cc1cccc([N+](=O)[O-])c1
48. C=C(C)C1CCC2(C(=O)O)CCC3(C)C(CCC4C5(C)C(C=O)C(O)C(C)(C)C5CCC43C)C12 (stereo not given)

Screen / compound no. | 41 | 42 | 43 | 44 | 45 | 46 | 47 | 48
HCMV inh | 2 | 2 | -34 | 5 | -12 | 20 | 33 | 17
LmPK inhibitor | 3% | -8% | 2% | -12% | -1% | -1% | x | 4%
Tb PYK inh | 2% | -6% | 8% | -4% | -5% | 3% | -9% | 0%
AMA1 RON2 block | 1% | 5% | -2% | 100%[activator] | -12% | 9% | 5% | -4%
AmpC detergent | -1% | -11% | u | 6% | -14% | 1% | x | 0%
AmpC inh no detg | -20% | 84%[activator] | 1% | 40% | -35% | u | x | -34%
Sm TGR block | 4% | 8% | 4% | u | 3% | 0% | x | -5%

49. CSc1nc(N)nc2c1ncn2CC(=O)N[C@H](C)c1cccc2ccccc12
50. Cc1cc(C)n2nc(SCC(=O)N/N=C/c3ccccn3)nc2n1
51. CCNC(=S)N/N=C(\C)c1ccc2ccccc2c1
52. Cc1ccc(C(=O)NCC(=O)Nc2ccncc2)cc1
53. O=C(CSc1ccc2ccccc2c1Br)Nc1cccc(S(=O)(=O)NC2=NCCCCC2)c1
54. CCc1ccccc1N1CC23C=CC(O2)C(C(=O)OCC(C)C)C3C1=O (stereo not given)
55. O=C1CC(N2CCN(c3ccc(F)cc3)CC2)C(=O)N1Cc1cccs1 (stereo not given)
56. COc1ccc(CCNC(=O)CCN2C(=O)COc3ccc(C)cc32)cc1OC

Screen / compound no. | 49 | 50 | 51 | 52 | 53 | 54 | 55 | 56
HCMV inh | 1 | -9 | x | -4 | 5 | 11 | 3 | -8
LmPK inhibitor | x | 0% | 7% | -1% | 1% | 9% | 2% | -6%
Tb PYK inh | -22% | -4% | x | -3% | -18% | -2% | -9% | -23%
AMA1 RON2 block | -14% | 26%[11.6 µM] | x | -10% | -14% | 10% | -5% | -23%
AmpC detergent | x | -14% | -5% | -12% | -10% | -7% | -1% | -7%
AmpC inh no detg | -46% | -15% | -37% | -11% | 7.1µM* | 13% | 70%[activator] | 5%
Sm TGR block | x | 4% | -6% | 2% | -20% | 3% | u | 0%

From PubChem
